Assay outcomes (PubChem BioAssay)
Rev-erbA mod: modulators of Rev-erb alpha DNA binding, primary screen, biochemical, FITC-DNA, fluorescence polarization, uHTS; activity, % at 10 µM; AID 1259318, 2017; Rev-erbα–FITC-DNA binding, 90 min; hit rate 0.79% among 370,000;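 active means activity above about 14%, limit read from the data; passing the limit was not always enough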;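 further: 0% = DMSO wells with 35 nM protein and 100% = DMSO wells with 750 nM protein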
Target sequence (P20393 whole entry, looked up): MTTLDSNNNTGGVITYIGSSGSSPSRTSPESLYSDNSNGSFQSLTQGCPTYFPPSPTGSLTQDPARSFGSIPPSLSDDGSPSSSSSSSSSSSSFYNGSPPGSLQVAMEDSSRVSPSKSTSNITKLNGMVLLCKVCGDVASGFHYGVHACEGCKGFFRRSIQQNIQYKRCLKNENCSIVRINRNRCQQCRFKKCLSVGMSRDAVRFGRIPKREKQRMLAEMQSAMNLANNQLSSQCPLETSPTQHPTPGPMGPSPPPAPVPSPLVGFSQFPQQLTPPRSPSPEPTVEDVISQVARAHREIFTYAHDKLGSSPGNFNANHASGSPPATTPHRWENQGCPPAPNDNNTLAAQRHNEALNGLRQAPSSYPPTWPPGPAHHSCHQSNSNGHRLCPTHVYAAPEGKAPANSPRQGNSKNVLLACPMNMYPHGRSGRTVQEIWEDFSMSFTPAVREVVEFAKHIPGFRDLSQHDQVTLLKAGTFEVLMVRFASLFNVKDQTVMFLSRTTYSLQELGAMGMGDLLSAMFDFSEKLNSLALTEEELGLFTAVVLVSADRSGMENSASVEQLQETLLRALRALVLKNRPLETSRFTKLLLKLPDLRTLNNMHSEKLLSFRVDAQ
DAX1 inh-1: DAX1 (NR0B1) inhibitors on StAR promoter, primary screen, cell-based, luminescence, SF-1 (NR5A1), full-length DAX-1 | HEK293T StAR-luciferase reporter, SF-1/DAX-1 repression relief | inhibition, % at 6.8 µM | hit rate 1.1% among 370,000 | AID 652010, 2013;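 active means inhibition above the mean over all tested compounds plus 3 SD, cut at about 3.6% in these data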;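 further: 0% = DAX-1 cells with DMSO and 100% = cells lacking DAX-1 with DMSO; higher inhibition means more luminescence from relief of DAX-1 repression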
SMARCA2 activ: SMARCA2 (BRM) function activators, primary screen, cell-based, luminescence, high throughput | AID 652017, 2013 | hit rate 1% among 370,000 | MG213 cells, MMTV-luciferase reporter, dexamethasone, overnight | activation, % at 9.1 µM; in the data active means activation above about 7.8%;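 further: 0% = vehicle wells and 100% = reference activator wells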
ssDAF12 agonist: S. stercoralis DAF-12 nuclear receptor activators, primary screen, cell-based, luminescence, HEK293, GRIP1 co-expression, lit1-tk-luc | HEK293 ssDAF-12/GRIP1 lit1-tk-luc reporter; % of 3 µM dafachronic acid response | activation, % at 6.8 µM | hit rate 1% among 370,000 | AID 652126, 2013;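 active means activation above the mean over all tested compounds plus 3 SD, cut at about 0.9% in these data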;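 further: 0% = DMSO-only wells and 100% = 3 µM delta7-dafachronic acid wells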
DAX1 inh-2: DAX1 (NR0B1) inhibitors, primary screen, cell-based, HEK293, Gal4-DAX1, luciferase luminescence; Nuclear receptor subfamily 0 group B member 1 (Homo sapiens), P51843; HEK293 Gal4-DAX1 luciferase reporter; inhibition, % at 6.75 µM; hit rate 0.99% among 340,000; AID 504766, 2011;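 active means inhibition above the mean over all tested compounds plus 3 SD, cut at about 4.2% in these data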;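 further: 0% = DAX1-transfected cells with DMSO and 100% = empty-vector control cells with DMSO; inhibition shows as a rise in luminescence from relieved DAX1 repression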
Target sequence (P51843 207-470 limits assumed): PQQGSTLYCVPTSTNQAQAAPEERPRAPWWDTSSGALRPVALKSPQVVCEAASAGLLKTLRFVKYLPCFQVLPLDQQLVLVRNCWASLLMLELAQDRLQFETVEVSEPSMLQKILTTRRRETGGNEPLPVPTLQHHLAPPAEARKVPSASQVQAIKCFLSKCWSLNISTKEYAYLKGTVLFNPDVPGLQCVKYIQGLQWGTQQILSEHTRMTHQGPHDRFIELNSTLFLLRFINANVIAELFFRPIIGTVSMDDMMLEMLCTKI
FXN GAA850 act: FXN promoter activators, primary screen, cell-based, luciferase luminescence, HEK293 lucGAA850 | HEK293 lucGAA850 FXN promoter luciferase reporter, 24 h; percent of 10 µM SAHA response | AID 540364, 2011 | activation, % at 6 µM | hit rate 0.56% among 360,000;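 active means activation above the average of all compounds screened plus 3 SD, cutoff fixed separately per campaign, cut at about 7.5% in these data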;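 further: 0% = DMSO wells and 100% = 10 µM SAHA wells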
hgDAF-12 ag: H. glycines DAF-12 receptor agonists, primary screen, cell-based, luminescence, HEK293, GAL4 fusion, UAS-luciferase; hit rate 1.8% among 370,000; Nuclear hormone receptor DAF-12 (Heterodera glycines), GAL4 fusion; HEK293 GAL4-hgDAF12 UAS-luciferase reporter, agonist luminescence; normalized to butyrate control; activation, % at 6.8 µM;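 active means activation above a cutoff set at the mean of all screened compounds plus 3 SD, cut at about 10% in these data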;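 further: 0% = DMSO wells and 100% = sodium butyrate wells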
PG9 Ab binder: binders of HIV-1 gp120 antibody PG9, primary screen, biochemical, TR-FRET; TR-FRET gp120-PG9 antibody binding; AID 624416, 2012; inhibition, % at 6.7 µM; hit rate 0.43% among 360,000; in the data active means inhibition above about 8.5%
hcDAF-12 act: H. contortus DAF-12 nuclear receptor activators, primary screen, cell-based, luminescence, HEK293, lit1-tk-luc reporter; HEK293 hcDAF-12 lit1-tk-luc reporter; 0% DMSO, 100% Δ7-dafachronic acid; activation, % at 6.8 µM; hit rate 1.4% among 370,000; AID 652067, 2013;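 active means activation above the mean of all tested compounds plus 3 SD, cut at about 5.5% in these data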;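 further: 100% = response to 3 µM Δ7-dafachronic acid high control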
PLC-beta3 inh: human PLC-beta3 inhibitors, primary screen, biochemical, fluorescence; 1-phosphatidylinositol 4,5-bisphosphate phosphodiesterase beta-3 (Homo sapiens), Q01970; Purified PLC-beta3, fluorogenic substrate; inhibition, % at 12.2 µM; hit rate 0.18% among 370,000; in the data active means inhibition above about 11%;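 further: 0% = median of compound wells on plate and 100% = full blocker control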
HGIII-sPLA2 inh: human group III sPLA2 inhibitors, primary screen, biochemical, QFRET, BODIPY PC-A2 liposome substrate; inhibition, % at 12.2 µM; Group 3 secretory phospholipase A2 (Homo sapiens), Q9NZ20; QFRET BODIPY PC-A2 liposome hydrolysis, fluorescence; hit rate 0.56% among 370,000; AID 743126, 2013;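 active means inhibition above mean plus 3 SD of compounds lying within the high and low control bounds, cut at about 19% in these data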;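 further: 0% = median of test compound wells and 100% = no enzyme DMSO wells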
* = called active by the depositor; · = no result given.

SMILES	Rev-erbA mod	DAX1 inh-1	SMARCA2 activ	ssDAF12 agonist	DAX1 inh-2	FXN GAA850 act	hgDAF-12 ag	PG9 Ab binder	hcDAF-12 act	PLC-beta3 inh	HGIII-sPLA2 inh
Cc1sc2nc(CSC(C)C(=O)N(C)CC(=O)Nc3ccccc3C(F)(F)F)[nH]c(=O)c2c1C (stereo not given)	4	-0.1	-1	-1.3	-0.6	0.7	-0.4	-0.9	-2.0	-26	-6
COC(=O)Cc1cc(=O)[nH]c(Nc2nc3ccccc3o2)n1	-7	0.2	3	-1.4	1.2	-0.1	-0.5	-0.1	0.1	-111	-14
CCOC(=O)C1C(=O)NC(C(=O)OCC)(C(=O)OCC)C1CC (stereo not given)	-2	-0.1	-4	-0.7	1.9	-0.7	1.8	0.8	-0.5	5	-8
COc1ccc2nc(C)cc(SCC(=O)N/N=C/c3cccc4ccccc34)c2c1	-8	0.5	-1	-1.1	0.3	-3.7	4.3	0.4	0.1	-15	-12
COc1ccc(NC(=O)c2ccc(Cl)c(S(=O)(=O)N3CCc4ccccc4C3)c2)cn1	6	-3.0	-5	-3.1	-2.2	-0.3	-9.4	0.2	-4.8	-5	-14
Cc1cc(NC(=O)CSc2nnc3c(C)cc4c(C)ccc(C)c4n23)no1	6	-2.0	1	-1.5	-2.9	-3.6	2.6	-1.9	-2.2	-2	-1
Cc1ccc(S(=O)(=O)NC(=O)c2ccc(Br)o2)cc1	2	0.1	0	-0.2	1.2	0.2	1.6	1.6	-0.5	0	0
COc1ccc(C(=O)Nc2ccccc2C(=O)NCCCn2ccnc2)cc1	-1	-0.1	2	-1.5	0.2	1.1	1.2	0.7	-0.4	5	-12
CSc1ccc(S(=O)(=O)NCC(=O)OCC(=O)N2CC(C)CC(C)C2)cc1[N+](=O)[O-] (stereo not given)	8	1.6	-3	-1.7	1.1	0.7	1.9	-0.3	1.8	-3	-18
CCN(C[C@H]1N[C@@](Cc2ccccc2)(C(=O)OC)[C@H]2C(=O)N(C)C(=O)[C@@H]12)C(=O)COC	0	-0.5	-1	-1.1	-0.3	-1.0	-2.1	0.6	-1.7	0	5
O=C(OCCN1CCCCC1)c1cccc(Cl)c1	3	0.0	1	-0.9	-0.9	1.3	-0.8	-0.4	-2.4	-3	-5
CCCCNC(=O)c1ccc2c(SCC(=O)O)c3c(nc2c1)CCCC3	2	-0.1	0	-0.6	-1.8	-0.4	2.4	-0.4	1.7	-3	-1
Cc1ccccc1-n1nnnc1SC(C)C(=O)NC1CCCc2ccccc21 (stereo not given)	2	-0.8	-2	-1.5	-1.0	-0.6	-1.4	-1.5	-3.4	1	0
O=C(CN1CCN(Cc2ccccc2)CC1)Nc1ccc([N+](=O)[O-])cc1C(=O)Nc1ccccc1F	-6	-0.8	4	-1.2	-1.5	-7.8	-2.7	0.9	-0.4	0	-4
O=[N+]([O-])c1cccc(COc2cccc(CN3CCCCC3)c2)c1	3	1.3	2	-0.8	-0.4	1.4	0.5	-0.1	-2.0	3	-4
O=C(NCCCN1CCCC1=O)c1ccc2c(=O)n(-c3ccccc3F)c(=S)[nH]c2c1	-2	0.3	-5	-1.3	-0.4	-1.3	0.3	-0.3	-1.4	-20	9
CC(NC(=O)c1ccc(Br)o1)C1CCCO1 (stereo not given)	2	0.1	0	-1.2	0.4	1.3	0.7	-0.9	-0.6	-4	8
CCCN1CCN(C(=O)C2CCN(S(=O)(=O)c3c(C)noc3/C=C/c3ccc(C)cc3)CC2)CC1	1	0.1	-4	-0.7	0.5	0.7	-2.0	-0.3	-0.7	-4	-36
O=C1NC(c2ccc(Cl)c([N+](=O)[O-])c2)Nc2ccccc21 (stereo not given)	0	-0.7	-1	-1.1	0.1	1.1	-0.2	-0.1	-0.3	-6	-8
COc1ccc(S(=O)(=O)c2c[nH]c(=S)[nH]c2=O)cc1Cl	-1	0.2	0	-0.9	-0.4	-0.3	0.2	0.7	-0.8	-12	16
Cc1cccc(N2CCN(C(=O)CCC(=O)N3CCOc4ccc(Cl)cc43)CC2C)c1 (stereo not given)	3	-0.4	-2	-1.5	-0.9	-1.1	2.9	1.5	-1.5	1	-1
N#Cc1ccc(OCC(=O)NNC(=S)NC2CCCCC2)cc1	3	-0.7	1	-1.3	-1.1	3.1	1.5	-0.4	0.2	-2	15
CC1(C)CC(=O)N(CC(=O)NCc2ccc(F)cc2)c2ccccc2S1(=O)=O	2	-0.4	0	-1.4	1.8	1.4	-0.5	-0.2	-2.2	3	4
Cc1c(NC(=O)CSc2ccc3ccccc3n2)c(=O)n(-c2ccccc2)n1C	-1	0.2	-1	-0.1	0.2	0.0	0.3	2.2	-0.3	0	-4
COCCCNC(=S)NNC(=O)c1cc(Cl)c(O)c(Cl)c1	-2	-0.5	-2	-1.3	2.6	-0.2	-0.6	1.3	-1.6	-2	6
O=S1(=O)CCN(Cc2ccccn2)CC1	2	0.3	-2	-1.4	1.6	-1.4	-3.2	-0.4	-0.7	-3	3
COc1ccc(C)cc1NC(=O)CN1C(=O)c2cccc3cccc1c23	-2	-0.7	0	-1.5	-0.6	0.2	1.6	-1.3	5.2	-41	-1
CCOc1ccc(S(=O)(=O)N2CCOCC2)cc1NC(=O)C1=COCCO1	2	-0.6	0	-0.8	-0.7	1.2	0.2	-0.4	-0.5	1	0
Cc1ccc([C@@H]2C[C@H]3[C@@H](CN2S(=O)(=O)c2ccc(C)cc2)C(=O)C[C@@H](c2ccccc2)N3S(=O)(=O)c2ccc(C)cc2)cc1	-9	-0.5	-3	-1.0	1.7	0.1	0.0	-0.7	0.1	7	5
Cc1ccc(C)c(N2CCN(C(=O)CCc3nc(-c4cccc(Cl)c4)no3)CC2)c1	-3	5.1*	0	0.7	1.8	2.4	10	-5.0	4.1	-5	1
COc1ccc(C(=O)NC(=O)COC(=O)C2COc3ccccc3O2)cc1 (stereo not given)	-1	-0.3	-1	-1.4	-1.6	1.0	0.4	8.0	0.2	1	1
CC(C)Nc1ccc(C(CC(N)=O)NC(=O)c2ccc(Br)cc2)cc1[N+](=O)[O-] (stereo not given)	1	-0.5	-1	-1.2	2.0	-1.0	-0.4	0.2	1.2	8	8
COc1ccc(SCC(=O)Nc2ccc(N3CCN(C)CC3)c(F)c2)cc1	1	0.9	3	-1.9	1.4	-3.6	4.5	1.8	-0.7	-8	-2
COc1ccc(C(=O)O)cc1S(=O)(=O)NC(C)C12CC3CC(CC(C3)C1)C2 (stereo not given)	-5	0.7	0	-1.3	0.2	1.0	-0.2	-2.5	0.5	-5	-11
CO[C@@H]1CN(C)C(=O)c2cc(NC(=O)Nc3ccc4c(c3)OCO4)ccc2OC[C@@H](C)N(C)C[C@H]1C	0	1.0	-1	-0.8	·	·	-0.9	-2.5	-0.3	-7	-3
CCCOc1ccc(F)cc1-c1cc(C(=O)Nc2ccc(C(C)C)cc2)[nH]n1	-9	-1.2	-1	-1.3	·	3.6	2.2	-0.5	0.0	3	0
CCOC(=O)C1CCN(S(=O)(=O)c2ccc(-c3cc(C(F)(F)F)n(C)n3)s2)CC1	-3	-0.4	-3	-1.8	·	0.4	-1.1	-3.0	1.0	-2	-2
COc1cc(CN(C(=O)c2cccs2)C2CCS(=O)(=O)C2)cc(OC)c1OC (stereo not given)	1	-0.1	-1	-1.0	1.1	-0.6	0.8	-2.0	-1.1	-6	1
Cc1ccc(CNc2cnccn2)cc1	4	-0.3	5	-1.0	0.3	0.1	0.9	-2.2	-0.5	-165	2
Oc1ccc(C2=NNC(c3ccc(O)cc3)=NN2)cc1	8	0.4	1	-1.2	1.2	0.9	0.3	0.8	0.7	2	0

Three neighbouring compounds already listed, for reference:
SMILES	Rev-erbA mod	DAX1 inh-1	SMARCA2 activ	ssDAF12 agonist	DAX1 inh-2	FXN GAA850 act	hgDAF-12 ag	PG9 Ab binder	hcDAF-12 act	PLC-beta3 inh	HGIII-sPLA2 inh
CC1(C)CC(=O)N(CC(=O)NCc2ccc(F)cc2)c2ccccc2S1(=O)=O	2	-0.4	0	-1.4	1.8	1.4	-0.5	-0.2	-2.2	3	4
Cc1c(NC(=O)CSc2ccc3ccccc3n2)c(=O)n(-c2ccccc2)n1C	-1	0.2	-1	-0.1	0.2	0.0	0.3	2.2	-0.3	0	-4
COCCCNC(=S)NNC(=O)c1cc(Cl)c(O)c(Cl)c1	-2	-0.5	-2	-1.3	2.6	-0.2	-0.6	1.3	-1.6	-2	6

Carrying on.
SMILES	Rev-erbA mod	DAX1 inh-1	SMARCA2 activ	ssDAF12 agonist	DAX1 inh-2	FXN GAA850 act	hgDAF-12 ag	PG9 Ab binder	hcDAF-12 act	PLC-beta3 inh	HGIII-sPLA2 inh
CC1CC(C)CN(CCCNS(=O)(=O)c2ccc3c(c2)oc(=O)n3C)C1 (stereo not given)	-9	1.0	0	-0.1	0.5	-0.1	2.5	-3.7	4.7	-4	-2
Nn1c(SCc2cccc(Oc3ccccc3)c2)nnc1C(F)(F)F	0	-0.1	-3	-0.9	0.4	0.5	0.3	2.0	-0.7	-4	-5
Cn1c(CN2CCCCC2)nc2cc(NS(=O)(=O)c3ccc(F)cc3)ccc21	-2	-0.6	-3	-1.5	-1.1	3.1	-3.6	1.4	-1.9	-3	-7
C[C@@H]1CN([C@H](C)CO)C(=O)c2cc(NC(=O)Nc3ccccc3)ccc2O[C@@H](C)CCCCO[C@H]1CN(C)S(C)(=O)=O	4	0.3	6	-1.4	·	·	-4.3	-1.0	-1.3	1	-11
Cn1ccc2c(-c3ccc(F)nc3)cc3c(c21)C1CCC3O1 (stereo not given)	-5	0.7	-1	-1.1	·	·	-3.5	-1.5	0.2	-23	-4
Cc1cccc(NC(=O)c2sc3nc4c(c(-c5cccs5)c3c2N)CN(C)CC4)c1	7	-1.3	5	-1.7	-0.9	-0.2	-2.5	-15	-0.8	-184	3
O=c1nc2cccc3c2=c(/c1=C(\O)c1ccccc1)c1ccccc1c3=O	-30	0.1	-1	-1.0	-0.8	1.6	3.2	-6.6	-0.2	-15	2
CC(C)CN1CC(Br)C(=O)NC1=O (stereo not given)	1	-0.5	-1	-0.3	0.4	-2.4	1.5	0.1	-0.1	4	2
Cc1ccccc1OCCn1c(=S)[nH]c2ccccc21	10	-0.2	-2	-1.9	0.7	0.2	0.4	-6.2	-3.2	-8	13
CCOC(=O)C1(CCOc2ccccc2)CCN(Cc2ccc(OCC)c(CO)c2)CC1	2	-1.2	2	-2.0	-1.1	-1.8	-1.1	-0.6	-1.7	-1	-9
